High-throughput results: PubChem, several laboratories
KLF5 inhibitor: suppresses KLF5 promoter-driven expression | DLD-1 KLF5 promoter-luciferase reporter, luminescence | inhibition, % at 5 µM | hit rate 0.23% among 290,000;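 active = inhibition above a per-plate limit of that plate's mean compound inhibition plus 3 SD, cut at about 60% in these data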;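 also: 0% = DMSO wells and 100% = LY294002 at 200 µM; higher means less KLF5 promoter-driven luciferase light; inactives centre near -14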
HSP90 inh: HSP90 refolding inhibition in rabbit reticulocyte lysate; luciferase refolding luminescence, 3 h; inhibition, % at 5.6 µM; hit rate 0.91% among 290,000;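 active = inhibition above the screen-wide mean plus 3 SD, computed separately per campaign, cut at about 16% in these data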;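 also: 0% = DMSO wells and 100% = 60 µM geldanamycin wells; inhibitors lower the luminescence because luciferase stays unfolded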
GSK3A inh: blocks human GSK-3 alpha kinase; inhibition, % at 10 µM; ADP-Glo luminescence, 60 min; P49840; hit rate 0.1% among 320,000; AID 2650;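 in the data active = inhibition above about 50%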;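 also: GST-tagged GSK-3 alpha with peptide substrate and 25 µM ATP; 0% = DMSO neutral wells and 100% = GW8510 positive control wells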
Target sequence (P49840 whole entry, looked up): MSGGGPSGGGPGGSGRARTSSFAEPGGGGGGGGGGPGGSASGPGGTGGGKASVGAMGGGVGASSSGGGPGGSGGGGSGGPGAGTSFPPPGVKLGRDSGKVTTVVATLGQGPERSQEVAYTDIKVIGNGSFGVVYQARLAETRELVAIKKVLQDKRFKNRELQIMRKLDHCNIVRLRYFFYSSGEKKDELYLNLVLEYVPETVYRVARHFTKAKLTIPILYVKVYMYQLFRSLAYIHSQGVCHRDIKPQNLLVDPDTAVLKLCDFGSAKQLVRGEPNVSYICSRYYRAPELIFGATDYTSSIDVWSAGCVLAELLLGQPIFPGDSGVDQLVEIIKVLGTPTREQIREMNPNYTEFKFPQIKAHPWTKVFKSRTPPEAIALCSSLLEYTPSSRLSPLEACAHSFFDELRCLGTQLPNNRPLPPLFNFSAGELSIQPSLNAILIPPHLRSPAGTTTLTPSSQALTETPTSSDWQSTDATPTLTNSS
aSyn 5UTR inh: 5' untranslated region of α-synuclein, MLPCN primary screen; inhibition, % (tested at 7.5 µM); AID 1813; hit rate 0.82% among 300,000; alpha-synuclein 5'UTR reporter, inhibitor activity; in the data active = inhibition above about 60%; inconclusive = no clear call, values can overlap the other calls;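 also: H4 neuroglioblastoma cells stably carrying SNCA 5'UTR luciferase fusion; 0% = DMSO wells and 100% = positive control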
GSK3beta inhib: inhibitors of human GSK3beta kinase; GST-GSK3beta kinase, ADP-Glo luminescence, 60 min; hits give low values; hit rate 0.038% among 300,000; AID 2097; activity score (negative = inhibition), % at 10 µM;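 active = more than half of replicate wells score below -50%, meaning over 50% inhibition versus plate controls; inconclusive = some replicates but at most half score below -50%; inactive = no replicate scores below -50%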;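 also: 0% = median DMSO wells and -100% = median GW8510 positive control wells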
Target sequence (P49841 whole entry, looked up): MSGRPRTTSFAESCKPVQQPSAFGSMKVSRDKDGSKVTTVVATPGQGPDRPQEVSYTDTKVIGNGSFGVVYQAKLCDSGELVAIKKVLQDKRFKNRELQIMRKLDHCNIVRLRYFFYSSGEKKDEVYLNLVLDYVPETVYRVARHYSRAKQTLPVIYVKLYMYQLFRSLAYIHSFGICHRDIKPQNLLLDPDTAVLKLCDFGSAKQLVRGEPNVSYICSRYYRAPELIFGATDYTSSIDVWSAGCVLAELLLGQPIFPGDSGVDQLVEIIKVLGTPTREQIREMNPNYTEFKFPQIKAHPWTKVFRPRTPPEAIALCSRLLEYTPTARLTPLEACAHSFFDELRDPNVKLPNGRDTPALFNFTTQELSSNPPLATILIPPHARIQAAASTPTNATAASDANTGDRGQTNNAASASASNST
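Test system: GST-fused GSK3beta enzyme, cell-free | Quantity: 1.6 ng GST-GSK3beta enzyme per well | Reagent: 25 µM ATP with peptide substrate | Schedule: 60 min enzyme reaction, room temperature | Signal: Luminescent ADP-Glo measurement of ADP formed | Read-out basis: Score relative to plate controls | Control set: DMSO and 20 µM GW8510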
PolyA inh: blocks polyadenylation in yeast reporter cells. hit rate 0.02% among 300,000. S. cerevisiae SKY197-pL101 polyadenylation reporter, beta-gal luminescence; efflux-impaired pdr1/pdr3 knockout yeast; score 100 = 6 SD above DMSO. calls only at 12 µM. AID 1875;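 active = lowest replicate activity score at least 50, where 100 means six control SD above control mean; inconclusive = lowest score under 50 but half or more replicates reach 50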;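 also: yeast exposed to compound for 9 h at 30 °C; higher score means more reporter readthrough which indicates perturbed polyadenylation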
HSF1 inhib: HSF1 inhibition; NIH3T3-HGL HSE-luciferase, MG132-induced, luminescence 8 h; hits give low values; hit rate 0.77% among 300,000; activity change, negative = inhibition, % at 7.5 µM (by protocol);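 active = more than half of replicate wells show activity change below -50%, luminescence cut by over half; inconclusive = some wells, but at most half, below -50%; inactive = no replicate well below -50%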;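 also: luciferase reports HSF-1 transcriptional activity via heat shock element; 0% = median of DMSO wells and -100% = zero luminescence signal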
IEC-6 cytotox: counter-screen for KLF5 inhibitors: cytotoxicity in IEC-6 cells | IEC-6 cytotoxicity, luminescence viability | inhibition, % at 5 µM | hit rate 0.78% among 290,000 | AID 1825; in the data active = inhibition above about 22%;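 also: 0% = plate median of test compound wells and 100% = cytotoxic reference compound wells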
AI-2 QS mod: Vibrio harveyi AI-2 quorum sensing modulation; Vibrio harveyi JMH597 AI-2 luminescence/OD600 ratio, 9 h; hits give low values; strain lacks LuxN and CqsS sensors; 0 = neutral-control median; AID 2094; hit rate 0.4% among 300,000; activity change, % at 7.5 µM; in the data active = activity change below about -75%, passing the limit was not always enough; inconclusive = no clear call, values can overlap the other calls;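 also: luminescence divided by OD600 gain over 9 h not by final OD600 alone; inactives centre near 13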
HSF1 activator: increases HSF-1 driven luciferase reporter signal; hit rate 1.7% among 300,000; activation, % at 9 µM; NIH3T3-HGL HSF-1 luciferase reporter, MG132, 8 h; 100% = twice DMSO control signal;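 active = mean replicate activation of at least 50% with a set share of replicates each reaching 50%; inconclusive = only one of those two conditions met; inactive = mean below 50% and too few replicates reaching it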;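 also: 0% = median of the neutral control wells and 100% = twice that signal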
Active calls of the source: *; i = inactive; ? = inconclusive; / = not tested or not shown. An excerpt. The share of hits here may be higher or lower than overall.

mol | HSF1 activator | PolyA inh | GSK3beta inhib | HSP90 inh | AI-2 QS mod | HSF1 inhib | aSyn 5UTR inh | KLF5 inhibitor | GSK3A inh | IEC-6 cytotox
Cc1cccc(OCCCC(=O)NC(C)c2ccccc2)c1 (stereo unspecified) | 3 | i | 2 | 5 | 26 | -3 | 5 | 19 | -4 | 0
CSCc1cc(N(C)c2ccccc2)nc(-c2ccccn2)n1 | -4 | i | 3 | 2 | 17 | -14 | -8 | -18 | -2 | 18
COc1cc(-c2nc(S(=O)(=O)c3ccc(C)cc3)c(N3CCOCC3)o2)cc(OC)c1OC | -5 | i | 0 | 4 | 20 | -1 | -4 | -10 | / | 7
Cc1cccc2[nH]c(CCNC(=O)C3CCC(=O)N(CCc4cccc(F)c4)C3)nc12 (stereo unspecified) | 14 | i | 1 | -6 | 31 | 6 | 15 | 1 | 1 | -4
CCCCCOC(=O)C1=C(C)NC(=O)NC1c1ccc(N(C)C)cc1 (stereo unspecified) | ? | i | -1 | 1 | 11 | 26 | 28 | -34 | 2 | 2
O=C(CSc1nc2nn(-c3ccccc3)c(=O)c-2c2n1CCCCC2)NCCCc1ccccc1 | 9 | i | -1 | -1 | 32 | -4 | 9 | -8 | -1 | 0
COC(=O)C(C)Oc1ccc(-c2nccc(-c3ccccn3)n2)cc1 (stereo unspecified) | 12 | i | 5 | 4 | -7 | 1 | -27 | -33 | -3 | 5
COc1ccc(C2=NN(C(=O)CN3CCOCC3)C(c3nc4ccccc4[nH]3)C2)cc1 (stereo unspecified) | 15 | i | 14 | -1 | 7 | 5 | -72 | -14 | -3 | 6
COCCNC(=O)/C(C#N)=C/c1c(N2CCCCCC2)nc2ccccn2c1=O | -19 | i | -2 | 2 | -12 | -4 | 20 | 11 | 5 | 1
CN1CCN(Cc2nc3c(c(=O)n(C)c(=O)n3C)n2Cc2cccc3ccccc23)CC1 | 5 | i | -1 | 4 | -20 | -8 | 10 | -27 | / | 4
C=CCC(NCc1ccccc1)c1ccc(OC)cc1 (stereo unspecified) | -4 | i | 1 | 1 | 37 | 2 | 8 | -71 | 1 | 1
CCn1c(CNc2ccc(C)cc2)nnc1SCC(=O)NCc1ccccc1 | -6 | / | 2 | -2 | 16 | -2 | -9 | -1 | 1 | -6
COc1ccc(NS(=O)(=O)c2ccc(N3CCN(CCO)CC3)c([N+](=O)[O-])c2)cc1 | -15 | i | -1 | -3 | 19 | -3 | -21 | -20 | 0 | 15
Cc1ccc(-n2c(-c3cn(C)nc3C)n[nH]c2=S)cc1 | 11 | i | 2 | 5 | 10 | -2 | -40 | -3 | -1 | 3
COc1cccc(NC(=O)C(C)Oc2ccccc2)c1 (stereo unspecified) | -8 | i | -5 | -2 | -3 | 1 | -52 | 7 | 1 | -4
CC1CCc2nc(NC(=O)C3COc4ccccc4O3)sc2C1 (stereo unspecified) | -75 | i | -1 | 57* | 43 | -71* | 63* | -26 | 8 | 3
O=C(O)C[C@H]1c2cc(C(F)(F)F)ccc2S(=O)(=O)N1C1CCCCC1 | -7 | i | 2 | / | 4 | 2 | 7 | / | 0 | /
Nc1cccc(-c2cn3cc(C(F)(F)F)cc(Cl)c3n2)c1 | -19 | i | 1 | 8 | 24 | -14 | -100 | -121 | 1 | 5
CCCc1cc(C(=O)Nc2ccccc2SC)no1 | 8 | i | -8 | 1 | 4 | -4 | -155 | -19 | 4 | 1
CCOC1CCCCC1NS(=O)(=O)c1ccc(Cl)cc1 (stereo unspecified) | -20 | i | 4 | -1 | 32 | -1 | 17 | 9 | 1 | -1

Going on with the list:
mol | HSF1 activator | PolyA inh | GSK3beta inhib | HSP90 inh | AI-2 QS mod | HSF1 inhib | aSyn 5UTR inh | KLF5 inhibitor | GSK3A inh | IEC-6 cytotox
CCOC(=O)Cc1csc(NS(=O)(=O)Cc2ccccc2)n1 | -15 | i | -2 | 0 | 14 | -3 | 1 | 7 | 4 | -3
CC(C)C(OC(=O)c1nsc(Cl)c1Cl)C(=O)NCc1ccccc1 (stereo unspecified) | 13 | i | 2 | 0 | 24 | -5 | 0 | -5 | 0 | 6
O=C(COC(=O)C1CCCN1C(=O)C12CC3CC(CC(C3)C1)C2)c1ccc(Br)cc1 (stereo unspecified) | 5 | i | 1 | 1 | 39 | 0 | 0 | -12 | -1 | 3
CCOc1cc(/C=C(/C#N)c2ccc(F)cc2)ccc1OCc1ccc(C(=O)O)o1 | -20 | i | 4 | 4 | 21 | -2 | -6 | 6 | 0 | 1
CCc1nccn1S(=O)(=O)c1ccc(C)c(C)c1 | -16 | i | 1 | 2 | 12 | 2 | -11 | -20 | -6 | -4
CC(=O)c1ccc(OCc2cc(C(=O)NCCN3CCCC(O)C3)no2)cc1 (stereo unspecified) | -16 | i | 3 | 4 | 14 | 0 | 0 | 4 | 11 | -6
CC1CCCCN1C(=S)Nc1ccc2nc3n(c(=O)c2c1)CCCCC3 (stereo unspecified) | 8 | i | 2 | -4 | 24 | -7 | 3 | -15 | 10 | -2
Cc1cccc(CSC2=NCCN2C(=O)c2ccc(Br)o2)c1 | -1 | i | 1 | 0 | 42 | 1 | -16 | -14 | -1 | -4
CC1CCCCC1NC(=O)Cn1c(=O)oc2cc(S(=O)(=O)N3CCCC3)ccc21 (stereo unspecified) | -1 | i | 0 | 3 | 5 | -5 | 14 | -15 | -2 | -3
COc1cc(C(=O)NCc2nnc(SCC(=O)N3CCC(C)CC3)o2)cc(OC)c1OC | 4 | i | 0 | 1 | 12 | -1 | 29 | -6 | 0 | 7
CCOc1ccc2nc(NC(=O)CC3Oc4ccccc4NC3=O)sc2c1 (stereo unspecified) | 29 | i | 1 | 1 | 18 | 8 | -16 | -2 | / | -3
C=CCSC1=C(C#N)C2(CCCCC2)C(C#N)C(=O)N1 (stereo unspecified) | / | / | 1 | 7 | 5 | / | 5 | -8 | -1 | 0
COc1ccc(C(=S)Nc2ccccc2)cc1 | 23 | i | 2 | -1 | 2 | 8 | -134 | -124 | -1 | -1
O=C(CSc1nnc(-c2ccc(Cl)cc2)n1Cc1ccco1)NCc1ccc2c(c1)OCO2 | 48 | i | 1 | 5 | 7 | 10 | -12 | 2 | 5 | 2
CN(CCO)c1nc(N)c(C#N)c(CC#N)c1C#N | 23 | i | 0 | 4 | 14 | 3 | -8 | -23 | 8 | 4
CCO[C@@H]1OC(C(=O)N2CCN(Cc3ccccc3)CC2)=C[C@H](c2ccc(Br)cc2)[C@H]1CCCO | -21 | i | 2 | -1 | 3 | -7 | -4 | -12 | -1 | -3
Cc1cc(C=C2C(=O)c3ccccc3C2=O)c(C)n1C | -3 | i | 1 | 8 | 15 | 6 | -45 | -10 | 1 | -6
Cc1ccc(S(=O)(=O)N2CCOCC2)cc1NC(=O)CSc1nccn1C | -5 | i | 3 | -3 | 13 | -1 | 15 | -30 | -1 | -3
CC1CCN(c2c(NCc3ccc(C(=O)NCc4cccnc4)cc3)c(=O)c2=O)CC1 | 14 | i | 1 | -2 | 27 | 1 | -22 | -9 | -1 | -6
Cc1nc2ccccc2c(=O)n1C1CCCCCC1 | -23 | i | -7 | 1 | -6 | -6 | 13 | -39 | -2 | -5

Going on with the list:
mol | HSF1 activator | PolyA inh | GSK3beta inhib | HSP90 inh | AI-2 QS mod | HSF1 inhib | aSyn 5UTR inh | KLF5 inhibitor | GSK3A inh | IEC-6 cytotox
C(=N\Nc1ccc(-n2ccnc2)nn1)/c1ccccc1 | -3 | i | 2 | 1 | 0 | 2 | -14 | -21 | -12 | 1
COCCCNC(=O)C1CC(=O)N(Cc2ccc(OC)cc2)C1 (stereo unspecified) | 13 | i | 2 | 2 | 23 | 3 | 8 | -1 | 2 | -2
CC(=O)c1ccc(NC(=O)CSc2n[nH]c(-c3cccnc3)n2)cc1 | -11 | i | 0 | 3 | -5 | 4 | -17 | -8 | 3 | 2
Cc1cccc(/C(N)=N/OC(=O)c2cccs2)c1 | 48 | i | -7 | -4 | 28 | 12 | -106 | -125 | 11 | -9
O=C(CSCc1c(F)cccc1F)Nc1ccccc1 | 33 | i | -1 | -4 | 17 | 15 | -116 | -34 | 0 | -2
O=C(CSc1nc(Nc2ccccc2)nc(N2CCOCC2)n1)NC1CCCCC1 | 10 | i | -1 | -3 | 21 | 1 | 5 | -5 | -4 | 2
CSCC(=O)NCC1(N(C)Cc2ccccc2)Cc2ccccc2C1 | 10 | i | 2 | 0 | 29 | 10 | 3 | -30 | -2 | -3
C=CCOc1ccc(/C=N/NC(=O)c2cc3c(OC)cc(OC)cc3[nH]2)cc1 | -5 | i | 1 | -2 | 15 | 0 | -1 | 1 | -1 | 3
CCOCc1nnc(NC(=O)c2cccs2)s1 | 1 | i | 2 | -4 | 7 | 3 | -24 | -7 | 0 | 2
Cc1ccc(C(C)C)c(OCC(O)CN2CC(C)OC(C)C2)c1 (stereo unspecified) | 5 | i | 2 | 3 | 17 | -6 | -12 | 3 | 0 | 3
CC(=O)OCCNC(=O)Cn1cnc2c1c(=O)n(C)c(=O)n2C | -6 | i | -2 | 1 | 5 | -17 | 9 | -7 | 0 | 0
COC(=O)c1sc(S(=O)(=O)N2CCC(C)CC2)c(C(=O)OC)c1C | 7 | i | 0 | 0 | 14 | 0 | 17 | -23 | -2 | 0
COc1ccc([C@H]2/C=C\CN(S(=O)(=O)/C=C/c3ccccc3)[C@@H](C)C(=O)N2Cc2ccc(F)cc2)cc1 | / | i | 0 | / | 18 | 13 | 4 | / | 1 | /
O=C(O)c1ccccc1Oc1ccc(Oc2ccccc2)cc1 | 1 | i | 6 | -4 | 23 | -3 | 1 | 3 | -2 | 1
Cn1c(=O)c2c(-c3ccccc3F)c3c(nc2n(C)c1=O)-c1ccccc1C3O (stereo unspecified) | -15 | i | -1 | -1 | 17 | -6 | 5 | -23 | 0 | 0
C=CCn1c(C(C)NC(=O)CC)nc2ccccc21 (stereo unspecified) | -18 | i | 1 | 0 | 12 | -2 | -5 | -28 | -2 | 4
CCCCN(CCCC)CCNC(=O)CN1C(=O)CSc2ccc(S(=O)(=O)N3CCOCC3)cc21 | 13 | i | -1 | -3 | 10 | -3 | -11 | -6 | -2 | 5
CC(C)[C@H](NC(=O)N1c2ccccc2NC(=O)[C@@H]1C(C)C)C(=O)N1CCC[C@H]1C(=O)O | -3 | i | 0 | 1 | 30 | 1 | 8 | -11 | -5 | 5
O=C(OC(C(=O)NCc1ccc2c(c1)OCO2)c1ccccc1F)c1ccco1 (stereo unspecified) | 4 | i | -2 | 0 | 43 | 0 | -36 | -9 | -1 | 3
